Bcl-2 Bim block = disrupts Bim peptide binding to human Bcl-2 | AID 950 | Bead-based flow cytometry, Bim peptide-Bcl-2 binding | 190,000 tested, 0.06% active | P10415 | inhibition, % at 10 µM; in the data active = inhibition above about 40%; inconclusive = no clear call, values can overlap the other calls;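 note: 0% = no compound wells with probe peptide and 100% = reference peptide inhibitor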
Bim-Bcl-W = inhibitors of Bim-Bcl-W interaction, human; Q92843; 190,000 tested, 0.02% active; inhibition, % at 10 µM; bead-based flow cytometry, Bim peptide-Bcl-W binding; AID 952;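 note: 0% = bound tracer without compound and 100% = peptide blocker; higher means less fluorescent Bim peptide bound to Bcl-W beads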
RGS7-Gao = modulates binding of RGS7 to human Galphao. P09471. Multiplexed bead flow cytometry; actives lie on both sides. binding response (% of control), % at 10 µM. 220,000 tested, 0.35% active. AID 1439; in the data active = binding response below about 49% or above about 150%; inconclusive = no clear call, values can overlap the other calls; inactive = in between;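 note: fluorescent Galphao held in activated GDP-AlF4 state binding bead-coupled RGS7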
RGS4-Gao reg = modulates binding of RGS4 to human Galphao | binding response (% of control), % at 10 µM | AID 1415 | 220,000 tested, 0.33% active | Multiplexed bead flow cytometry; actives lie on both sides | P09471; in the data active = binding response below about 49% or above about 150%; inactive = in between;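 note: fluorescent Galphao activated with aluminum fluoride binding bead-coupled RGS4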
GSH bead fluor = GSH bead compound fluorescence profile; GSH beads flow cytometry, compound fluorescence 488/530 nm; stronger effect = higher value; fluorescence (KMESF) at 10 µM; 190,000 tested, 0.25% active; AID 1776; in the data active = fluorescence above about 89;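 note: glutathione beads carrying GST-tagged Bcl family fusion proteins plus one bare bead set; values are compound well signal with DMSO vehicle wells as background; inactives centre near 16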
RGS8-Gao reg = regulators of human RGS8-Galphao interaction. multiplexed bead flow cytometry, RGS8-Galphao binding; actives lie on both sides. response (percent of control binding), % at 10 µM. 220,000 tested, 0.34% active. AID 1423; in the data active = response below about 60% or above about 140%; inactive = in between;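 note: Galphao activated as the GDP aluminium fluoride complex binding bead-coupled RGS8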
Bim-Bcl-B = human Bim-Bcl-B interaction inhibition. Q9HD36. bead-based flow cytometry, Bim peptide-Bcl-B binding. inhibition, % at 10 µM. 190,000 tested, 0.073% active;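 note: 0% = tracer peptide without compound and 100% = reference inhibitor peptide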
Target sequence (Q9HD36 whole entry, looked up): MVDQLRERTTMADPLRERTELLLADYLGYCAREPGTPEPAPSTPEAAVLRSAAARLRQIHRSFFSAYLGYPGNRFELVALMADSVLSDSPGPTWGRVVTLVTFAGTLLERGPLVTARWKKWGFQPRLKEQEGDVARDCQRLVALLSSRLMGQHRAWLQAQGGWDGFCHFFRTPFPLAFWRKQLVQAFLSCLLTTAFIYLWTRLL
Bcl-XL Bim block = inhibitors of Bim-Bcl-XL interaction, human. Bim peptide-Bcl-XL binding, bead flow cytometry, fluorescence. Q07817. inhibition, % at 10 µM. AID 1007. 190,000 tested, 0.04% active
Target sequence (Q07817 whole entry, looked up): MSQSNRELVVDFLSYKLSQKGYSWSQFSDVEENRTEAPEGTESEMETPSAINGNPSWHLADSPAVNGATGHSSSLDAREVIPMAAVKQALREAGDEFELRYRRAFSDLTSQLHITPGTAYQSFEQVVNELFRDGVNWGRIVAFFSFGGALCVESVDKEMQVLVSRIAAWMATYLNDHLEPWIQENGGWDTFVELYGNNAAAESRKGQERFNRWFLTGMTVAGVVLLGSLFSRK
ABCG2 inh = blocks JC-1 efflux by human ABCG2 transporter. Q9UNQ0. IgMXP3 cells, flow cytometry. inhibition, % at 6.6 µM. 190,000 tested, 0.1% active;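 active = inhibition above 80%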;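 note: 0% = DMSO and 100% = nicardipine control wells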
Target sequence (Q9UNQ0 whole entry, looked up): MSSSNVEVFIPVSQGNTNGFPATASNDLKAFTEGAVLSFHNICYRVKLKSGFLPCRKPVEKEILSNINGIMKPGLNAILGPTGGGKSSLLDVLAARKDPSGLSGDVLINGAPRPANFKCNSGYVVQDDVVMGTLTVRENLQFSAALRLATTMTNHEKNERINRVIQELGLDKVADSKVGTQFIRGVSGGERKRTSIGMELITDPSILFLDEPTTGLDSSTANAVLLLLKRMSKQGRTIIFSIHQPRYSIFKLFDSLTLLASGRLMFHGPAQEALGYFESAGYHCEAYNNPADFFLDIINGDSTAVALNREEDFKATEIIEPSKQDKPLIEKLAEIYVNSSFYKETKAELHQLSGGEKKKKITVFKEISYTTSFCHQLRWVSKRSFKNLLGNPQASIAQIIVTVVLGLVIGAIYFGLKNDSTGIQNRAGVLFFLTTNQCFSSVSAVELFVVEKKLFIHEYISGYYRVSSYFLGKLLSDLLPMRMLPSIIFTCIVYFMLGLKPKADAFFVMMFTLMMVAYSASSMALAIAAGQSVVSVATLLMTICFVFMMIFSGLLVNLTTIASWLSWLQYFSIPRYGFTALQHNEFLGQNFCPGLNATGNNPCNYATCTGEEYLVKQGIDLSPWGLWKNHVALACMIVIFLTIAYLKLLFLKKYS
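Test system: IgMXP3 (ABCG2) plus far-red-tagged CCRF-Adr (ABCB1) cells. Reagent: JC-1 dye as substrate. Timing: 10 min exposure at 25 °C with rotation, no wash. Measured by: flow cytometric JC-1 green MFI at 530 nm. Read-out: percent efflux inhibition, scaled nicardipine 100% to DMSO 0%. Control set: nicardipine and DMSO wells.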
ABCB1 inh = human ABCB1 inhibition, ABCG2 as counter-screen; CCRF-Adr cells, JC-1 efflux, flow cytometry; inhibition, % at 6.6 µM; 190,000 tested, 0.067% active; AID 1326; in the data active = inhibition above about 40%;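 note: 0% = vehicle and 100% = reference inhibitor; higher value means more JC-1 retained so stronger ABCB1 efflux block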
Bim-Bfl-1 = human Bim-Bfl-1 interaction inhibition | Q16548 | inhibition, % at 10 µM | 190,000 tested, 0.12% active | Bead-based flow cytometry, Bim-Bfl-1 binding inhibition;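 note: 0% = wells without compound plus tracer and 100% = blocker peptide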
An asterisk follows results filed as active; u = inconclusive; x = no result given. Cut-off read from the data, not from the text of the source, unless noted: active = inhibition above about 40%.

SMILES | Bcl-2 Bim block | Bim-Bcl-W | RGS7-Gao | RGS4-Gao reg | GSH bead fluor | RGS8-Gao reg | Bim-Bcl-B | Bcl-XL Bim block | ABCG2 inh | ABCB1 inh | Bim-Bfl-1
Cc1nc(CNS(=O)(=O)c2ccc(Oc3ccccc3)cc2)cs1 | -8 | 0 | 96 | 101 | 24 | 102 | -4 | -3 | -3 | -3.1 | -11
O=C(O)C1CCCCC1C(=O)Nc1ccccn1 (stereo not given) | -2 | 1 | 101 | 105 | 21 | 108 | 1 | -3 | 1 | 0.4 | -2
O=C(Nc1ccc(Cl)cn1)c1ccc([N+](=O)[O-])o1 | 0 | 0 | 88 | 90 | 18 | 96 | 0 | 0 | 2 | 0.7 | -4
Cc1csc(-c2cnn(-c3ccccc3)c2NC(=O)c2ccccc2)n1 | -7 | -3 | 96 | 101 | 38 | 101 | -9 | -3 | 18 | 0.3 | -14
COc1ccc(N(C)S(=O)(=O)c2cccc(C(=O)NC3CCCC3)c2)cc1 | 0 | -1 | 96 | 100 | 10 | 100 | -8 | -3 | 1 | 0.3 | -5
COc1ccc(OCCSc2nnc(C)n2-c2ccccc2)cc1 | -9 | -1 | 99 | 101 | 14 | 100 | 0 | -2 | 1 | 0.3 | 0
CC(=O)c1c(N2CCN(Cc3ccccc3)CC2)nc(=S)n(-c2ccccc2)c1C | 0 | -3 | 110 | 113 | 16 | 112 | 0 | -3 | 0 | -0.1 | 3
Cc1ccc(-n2c(-c3ccccc3)cc(/C=N/NC(=O)CC#N)c2-c2ccccc2)cc1 | -4 | 0 | 97 | 94 | 16 | 99 | -2 | -1 | 1 | 0.6 | -4
COc1ccc(-n2c(=O)c3c4c(sc3n(CC(=O)NCc3ccco3)c2=O)CCC4)c(OC)c1 | -8 | 1 | 94 | 95 | 23 | 95 | -8 | -4 | 2 | 0.8 | -17
CCOc1ccc(-c2csc(Cn3c(CN4CCN(C)CC4)nc4ccccc4c3=O)n2)cc1 | -4 | -4 | 111 | 104 | 11 | 99 | -30 | -12 | -1 | 2.8 | 2
COc1ccc(C(=O)N/N=C/c2sc(N3CCOCC3)nc2-c2ccccc2)cc1OC | 3 | 3 | 103 | 102 | 13 | 106 | -3 | 4 | 2 | -2.1 | -2
Cc1sc2ccc3sccc3c2[n+]1C | -9 | -4 | 109 | 95 | 13 | 82 | -25 | -5 | 0 | 0.6 | 7
O=C(OCC(F)(F)F)c1cccc(COc2ccc3ccccc3c2)c1 | 0 | 1 | 109 | 106 | 10 | 104 | -2 | -3 | 1 | 0.1 | -2
COc1ccc(C2(O)CC3CCC(C2)N3c2nc(C)cc(C)c2C#N)cc1 (stereo not given) | -3 | 1 | 115 | 117 | 18 | 110 | -2 | -1 | 2 | 0.7 | 0
Cc1ccccc1NC(=O)c1c2c(nc3ccccc13)CCC2 | -1 | -3 | u | 97 | 13 | 99 | -2 | 2 | 0 | -0.4 | -3

Six entries picked at random from those above, as already listed:
SMILES | Bcl-2 Bim block | Bim-Bcl-W | RGS7-Gao | RGS4-Gao reg | GSH bead fluor | RGS8-Gao reg | Bim-Bcl-B | Bcl-XL Bim block | ABCG2 inh | ABCB1 inh | Bim-Bfl-1
Cc1ccccc1NC(=O)c1c2c(nc3ccccc13)CCC2 | -1 | -3 | u | 97 | 13 | 99 | -2 | 2 | 0 | -0.4 | -3
COc1ccc(OCCSc2nnc(C)n2-c2ccccc2)cc1 | -9 | -1 | 99 | 101 | 14 | 100 | 0 | -2 | 1 | 0.3 | 0
COc1ccc(C(=O)N/N=C/c2sc(N3CCOCC3)nc2-c2ccccc2)cc1OC | 3 | 3 | 103 | 102 | 13 | 106 | -3 | 4 | 2 | -2.1 | -2
Cc1ccc(-n2c(-c3ccccc3)cc(/C=N/NC(=O)CC#N)c2-c2ccccc2)cc1 | -4 | 0 | 97 | 94 | 16 | 99 | -2 | -1 | 1 | 0.6 | -4
CC(=O)c1c(N2CCN(Cc3ccccc3)CC2)nc(=S)n(-c2ccccc2)c1C | 0 | -3 | 110 | 113 | 16 | 112 | 0 | -3 | 0 | -0.1 | 3
Cc1nc(CNS(=O)(=O)c2ccc(Oc3ccccc3)cc2)cs1 | -8 | 0 | 96 | 101 | 24 | 102 | -4 | -3 | -3 | -3.1 | -11

Some of these compounds in order of SMILES length, falling.
SMILES | Bcl-2 Bim block | Bim-Bcl-W | RGS7-Gao | RGS4-Gao reg | GSH bead fluor | RGS8-Gao reg | Bim-Bcl-B | Bcl-XL Bim block | ABCG2 inh | ABCB1 inh | Bim-Bfl-1
CCOc1ccc(-c2csc(Cn3c(CN4CCN(C)CC4)nc4ccccc4c3=O)n2)cc1 | -4 | -4 | 111 | 104 | 11 | 99 | -30 | -12 | -1 | 2.8 | 2
Cc1nc(CNS(=O)(=O)c2ccc(Oc3ccccc3)cc2)cs1 | -8 | 0 | 96 | 101 | 24 | 102 | -4 | -3 | -3 | -3.1 | -11
O=C(O)C1CCCCC1C(=O)Nc1ccccn1 (stereo not given) | -2 | 1 | 101 | 105 | 21 | 108 | 1 | -3 | 1 | 0.4 | -2

Other compounds.
SMILES | Bcl-2 Bim block | Bim-Bcl-W | RGS7-Gao | RGS4-Gao reg | GSH bead fluor | RGS8-Gao reg | Bim-Bcl-B | Bcl-XL Bim block | ABCG2 inh | ABCB1 inh | Bim-Bfl-1
Cc1ccc(/C=N/NC(=O)Nc2ccccc2)o1 | 4 | 2 | 104 | 104 | 9 | 121 | 0 | -2 | 0 | -0.4 | 1
Cn1c(SCC(=O)Nc2cccc(O)c2)nnc1-c1ccc(S(=O)(=O)N2CCOCC2)cc1 | u | x | 103 | 100 | 13 | 98 | x | x | 3 | 0.5 | x
CC(Oc1ccc(-n2cnnn2)cc1)C(=O)O (stereo not given) | -3 | 0 | 106 | 105 | 20 | 104 | -2 | -3 | 2 | 1.2 | -7
FC(F)(F)c1cc(Cl)c2nc(-c3ccccc3)cn2c1 | 5 | 1 | 100 | 102 | 9 | 98 | 2 | -1 | 7 | 0.1 | 0
O=C(/C=C/c1ccccc1)NNC(=O)C1CC1 | -8 | 2 | x | x | 41 | x | -9 | -5 | 1 | -0.1 | -12
O=C(Oc1ccccc1)Oc1ccc2c(c1)oc(=O)c1ccccc12 | -3 | -3 | 101 | 102 | 21 | 99 | -2 | 0 | 11 | 1.4 | 0
Cc1ccnc2nc(C(=O)Nc3cc(Cl)ccc3N3CCOCC3)nn12 | -6 | 0 | 99 | 98 | 33 | 99 | -12 | -6 | 14 | 2.0 | -10
COc1ccc(-c2noc(CN(C)C3CCOCC3)n2)cc1 | 2 | 15 | 99 | 101 | 10 | 101 | 0 | 5 | 0 | 0.2 | -2
Cc1cc(C(=O)COC(=O)C2=NNC(=O)CC2)c(C)n1-c1ccccc1 | 0 | 0 | 102 | 102 | 15 | 104 | 0 | 0 | 0 | 0.0 | 1
CCOC(=O)NC(=O)/C(C=Nc1ccc(Cl)cc1)=C(\C)O | -3 | 1 | u | 102 | 16 | 105 | -6 | 0 | 13 | 2.0 | -6
CCC(=O)Nc1ccc(C(=O)CSc2nnc(-c3ccc(O)cc3)n2CC2CCCO2)cc1OC (stereo not given) | -1 | 1 | 93 | 90 | 8 | 100 | 0 | -4 | 1 | 0.2 | 0
C#CC1(NC(=O)NC(C)C)CCCCC1 | -1 | 1 | 96 | 100 | 12 | 104 | 0 | -1 | 3 | 0.3 | 0
Cc1ccc(C)c(OCCCC(=O)Nc2nccs2)c1 | -6 | 1 | 104 | 101 | 27 | 102 | -5 | 6 | 7 | 0.7 | 0
CCOC(=O)C1CCN(C(=O)COc2ccc(N(C)S(=O)(=O)c3cccs3)cc2)CC1 | -1 | 0 | 96 | 93 | 57 | 92 | -1 | 3 | 11 | 1.2 | 0
CCOC(=O)/C=C/C(=O)Nc1ccccc1-c1ccccc1NC(=O)/C=C/C(=O)OCC | -3 | -2 | 97 | 101 | 13 | 100 | -8 | -5 | 6 | 1.1 | -5
CC(C)COCC1CC2(CC(C)C(=O)CC2=O)C(=O)O1 (stereo not given) | -3 | 1 | 97 | 93 | 23 | 100 | -1 | 0 | 0 | 0.5 | -5
O=C(CSCc1nc2ccccc2[nH]1)N1CCN(c2ccc(F)cc2)CC1 | -6 | 0 | 95 | 98 | 29 | 99 | -7 | -4 | 2 | 0.6 | -14
CCCn1c(N)c(C(=O)CSc2nc3ccccc3n2CCC#N)c(=O)n(C)c1=O | -6 | 0 | 101 | 100 | 48 | 103 | -10 | -4 | 3 | 0.7 | -9
Cc1ccc(C(=O)c2cc3c(cc2N)OCCO3)cc1 | -6 | 2 | 100 | 101 | 24 | 100 | -3 | -1 | -2 | -2.7 | -7
CC(C)(C)[C@H]1C=C(C(=O)NC2CC2)O[C@@H](OCCCCO)C1 | 0 | 2 | 103 | 102 | 19 | 100 | -5 | -3 | 1 | 0.6 | -4
CCNC(=S)N1CCC(C(=O)c2ccc3c(c2)OCCO3)CC1 | 1 | 1 | 96 | 99 | 16 | 100 | -8 | 0 | 2 | 0.1 | -2
CC(=O)Nc1cccc(C(=O)/C=C/c2ccc(/C=C/C(=O)c3cccc(NC(C)=O)c3)cc2)c1 | -9 | -9 | 100 | 101 | 6 | 98 | -13 | -6 | 9 | -1.4 | -3
O=C(N/N=C/c1cnc2ccccc2n1)c1cccc(F)c1 | -17 | -3 | 98 | 80 | 16 | 88 | -11 | -6 | 30 | 1.1 | -12
Cc1ccc([C@@H]2C3COCC=C3C(C#N)=C(N)C2(C#N)C#N)o1 (stereo not given in full) | 1 | 2 | 99 | 95 | 18 | 94 | -5 | -1 | 1 | 0.2 | -7
CCCOc1cccc(NC(=O)OC2CCN(C)CC2)c1 | -1 | -3 | 102 | 104 | 7 | 104 | 0 | -3 | 5 | 0.6 | -2
Cc1cc(C(=O)Nn2c(C)nc3ccccc3c2=O)ccc1[N+](=O)[O-] | -1 | -5 | 101 | 95 | 12 | 99 | -5 | -4 | 1 | 0.3 | -7
COC(=O)c1ccccc1NC(=O)NCCc1ccccc1OC | -1 | 3 | 87 | 95 | 12 | 98 | -2 | 2 | 25 | 2.0 | -4
CCCCN1C(=O)c2ccc(C(=O)Nc3ccccc3N3CCOCC3)cc2C1=O | 0 | 1 | 101 | 96 | 12 | 101 | -1 | -1 | 12 | 3.0 | -4
Cc1csc(Nc2ccc(Cl)cc2)n1 | -1 | -3 | u | 99 | 15 | 98 | -7 | -4 | 3 | -0.2 | -5
COc1ccc(Cc2nnc(NC(=O)CSc3ccccc3)s2)cc1OC | 0 | -3 | 104 | 101 | 4 | 100 | -5 | -5 | 9 | 1.3 | 0
COc1ccc(C(=O)NC2CCN(C(=S)Nc3ccc(C)cc3)CC2)cc1 | 0 | 0 | 94 | 95 | 21 | 99 | -9 | -3 | 18 | 0.5 | -3
CCOC(=O)C1CCN(c2c(Nc3ccc4c(c3)OCCO4)c(=O)c2=O)CC1 | 2 | -2 | 92 | 95 | 22 | 99 | 0 | -1 | -3 | -3.1 | 0
CN1CCN(C(=O)C2=C[C@H](C3CCCCC3)C[C@H](OCc3ccc(CO)cc3)O2)CC1 | -4 | -3 | 98 | 102 | 20 | 102 | -3 | -2 | 4 | 1.4 | -6
CCCSc1nnc(CSc2nc3nc(C)cc(C)n3n2)o1 | 0 | -1 | 97 | 102 | 10 | 102 | 1 | 0 | 1 | -0.1 | -1

Compound activity: PubChem, NMMLSC
